# SSB-PriA inh – inhibitors of Klebsiella pneumoniae PriA binding to SSB C-terminal tail. 430,000 compounds, 0.6% hits. inhibition, % at 33 µM. AlphaScreen SSBct-PriA binding, biotinylated peptide; in the data active means inhibition mostly above about 37%, no sharp cut-off; inactive means mostly below about 20%;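 further: plate controls were negative control peptide for no effect and reference peptide for full effect; strong numbers were not always called active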
# The depositor's hits bear a star; i = inactive; & = joins results of further samples. Some of the compounds tested, so the mix of outcomes need not match the whole.
SMILES,SSB-PriA inh
O=C(CC1CSc2nc3c(c(=O)n21)CCCC3)N1CCN(c2ccccc2)CC1 (stereo not given),-13
Cc1csc2nc(CNS(=O)(=O)c3cccs3)cn12,-9
Nc1nc(-c2ccn(S(=O)(=O)c3ccccc3)c2)cs1,17
Cc1cc(C)cc(OCCNC(=O)c2cc3ccccc3oc2=O)c1,-10
O=c1c(=O)n(-c2ccc(Cl)cc2)ccn1Cc1nc(-c2ccc3c(c2)OCO3)no1,-5
CCCOc1ccc(S(=O)(=O)Nc2ccc3c(c2)N(C(=O)CC)CCC3)cc1,-2
CCc1nnc(C2CCN(C(=O)Nc3ccccc3OC)CC2)s1,0
COc1ccc(CCNC(=O)Cn2nc(-c3cccs3)ccc2=O)cc1,-11
Nc1nonc1-n1nnc(C(=O)NN=Cc2ccccc2O)c1CN1CCCC1,-8
c1cnn(CC2CCNCC2)c1,-7
O=C(CSc1ncnc2sc3c(c12)CCCC3)NC12CC3CC(CC(C3)C1)C2,4
Cc1ccc(S(=O)(=O)N2CCC(C(=O)NN=Cc3cccn3C)CC2)cc1,9
CCOC(=O)c1cn[nH]c1S(=O)(=O)Nc1cccc(C)c1C,-15
Cc1ccc(C(=O)Nc2ccc(SCC(=O)N3CCCC3)nn2)cc1,10
CC(C)C(=O)Nc1ccc2ncsc2c1,-4
CC(C)(C)OC(=O)C(C)(C)ON=C(C(=O)O)c1csc(N)n1,3
Cc1ccc(NN=Cc2ccc(N3CCOCC3)cc2)cc1C,23
O=C(NC(Cc1c[nH]c2ccccc12)C(=O)NN=Cc1cccc2ccccc12)c1cccs1 (stereo not given),12
Cc1ccc(N2CC(C(=O)N3CCC(Oc4nc5ccccc5o4)CC3)CC2=O)cc1C (stereo not given),-5
Clc1ccc(-c2nn(-c3ccccc3)cc2C=NCC2CCCO2)cc1 (stereo not given),1
N#CC(=NNc1ccc([N+](=O)[O-])cc1)C(=N)N1CCOCC1,6
Cc1cn(C)nc1C(=O)Nc1nc2ccc(Cl)cc2s1,-13
CC(Nc1ccc2ccccc2c1)C(=O)NN=Cc1ccncc1 (stereo not given),2
Cc1nnc(NC(=O)CSc2ccc(NC(=O)c3cccs3)nn2)s1,-7&20
O=S(=O)(c1cnccc1N1CCN(N=Cc2ccc(Br)cc2)CC1)N1CCCCC1,-11

# Following part.
SMILES,SSB-PriA inh
CCN(C(=O)C1CN(S(C)(=O)=O)C1)c1cccc(C)c1,0
CC(=O)N1CCc2c(sc(NC(=O)c3ccc(Cl)s3)c2C(N)=O)C1,-10
COc1ccc(OC)c2c1sc(=NC(=O)c1cc(Cl)ccc1[N+](=O)[O-])n2C,-5
Cn1nc(CNC(=O)C2(c3ccc(Cl)cc3)CCCC2)cc1-c1cccs1,-14
CCOC(=O)c1ccc(NC(=O)Cn2c(=O)n(-c3ccccc3)c(=O)c3c4c(sc32)CN(C(C)=O)CC4)cc1,1
CCn1cc(C(=O)O)c(=O)c2cc(F)c(NN=Cc3ccccc3)cc21,-2
Cc1ccc(S(=O)(=O)NN=C2CC(c3ccccc3)Oc3ccccc32)cc1[N+](=O)[O-] (stereo not given),16
CN(C)S(=O)(=O)N(Cc1ccco1)Cc1nn(C)c2c1CCC2,-14
COc1ccc(S(=O)(=O)NCCc2nnc3ccc(SCC(=O)Nc4nc5ccccc5s4)nn23)cc1,-8
COC(=O)CSc1ccc(-c2ccc(OC)c(OC)c2)nn1,-13
O=c1c2nnn(-c3ccc(OC(F)(F)F)cc3)c2ncn1Cc1ccc(Cl)c(Cl)c1,-12
CCCCNC(=O)Cn1cnc2c(-c3ccc(OC)cc3)cn(C)c2c1=O,-4
Cn1nc(CNC(=O)CCS(=O)(=O)c2ccccc2)c2ccccc2c1=O,1
COc1ccccc1-c1ccc(N2CCCC(C(=O)Nc3ccccc3C(N)=O)C2)nn1 (stereo not given),-11
Cc1cc(NC(=O)c2ccc(S(=O)(=O)N3CCc4ccccc4C3)cc2)n(C)n1,-3
C(=NN1CCN(Cc2ccccc2)CC1)c1cccs1,15
O=C(COc1ccc(Cl)cc1Cl)NCC1(c2cccs2)CCCC1,-20&9
Cc1oncc1C(=O)Nc1ccc2c(c1)C(=O)N1CCCCC1CCO2 (stereo not given),2
CCOC(=O)CSc1nc2cc(C(=O)OC)ccc2c(=O)n1CCc1ccc(S(N)(=O)=O)cc1,-17
COc1cc(C(=O)NC(c2nc3ccccc3[nH]2)C(C)C)cc(OC)c1OC (stereo not given),10
O=C(NCC1CCN(c2nc3ccccc3s2)CC1)c1cc(-c2ccccc2)on1,1
CC(=O)N1CCN(c2ccnc3c2c(=O)n(CC(=O)N2CCCCCC2)c(=O)n3C)CC1,-5
Cc1cc(S(=O)(=O)N2CCCC[C@@H]2CCNC(=O)C(=O)Nc2c(C)cccc2C)ccc1F,-2
Cc1ccc(-n2ncc3c(C)nn(CC(=O)Nc4cc(C)on4)c(=O)c32)c(C)c1,-5
O=C(CSC1CCCC1)NCc1cccnc1-c1cccs1,-13

# Further structures follow:
SMILES,SSB-PriA inh
Cc1cc(C)n(CCN(C(=O)c2ccc(F)cc2)c2nc3ccccc3s2)n1,-17&-1
CCCC(=O)Nc1ccc2c(c1)C(=O)CC(c1cc(OC)c(OC)c(OC)c1)O2 (stereo not given),-10&17
O=[N+]([O-])c1ccc(C=NNC(=S)Nc2ccccc2F)o1,13
Oc1c(C=C2N=c3ccccc3=N2)sc(=S)n1-c1ccccc1F,21
Cn1nc(CNC(=O)Nc2cccs2)c2c1CCOC2,-11
COc1ccc(NC(=O)[C@@H](NC(=O)N2CC3C[C@H](C2)Cn2c3cccc2=O)C(C)C)cc1OC,-2
CCc1ccccc1NC(=O)CSc1nc2c(sc(=S)n2-c2ccccc2)c(=O)[nH]1,-8
CCc1ccccc1NC(=O)Nc1cnc(Oc2ccccc2)nc1,-4
O=S(=O)(NCCOc1ccc(F)cc1)c1ccc2c(c1)CCCC2,-24&-13
O=C(NCCCN1CCCC1=O)C(=O)NCc1n[nH]c(=O)c2ccccc12,-4
CCCS(=O)(=O)N1CCC(c2nnc(Cc3ccc(OC)cc3)s2)CC1,-12
CS(=O)(=O)c1ccccc1-c1nnc(NC(=O)c2cc([N+](=O)[O-])ccc2Cl)o1,4
O=C(NCc1ccccc1Cl)c1ccc(N2CCCCS2(=O)=O)cc1,-5
O=C(NCCOc1ccccc1)NCc1ccc(C(=O)c2ccsc2)s1,-12
Cc1ccc(C(=O)NCc2nnc(SCc3ccc(Br)cc3)n2-c2ccccc2)cc1[N+](=O)[O-],-1
CCOC(=O)c1cc(CC)sc1N=Cc1c(O)ccc2ccccc12,33
CC1=NCCN1,-15&6
O=C(NCc1ccccc1)N1CCN(Cc2nc(-c3ccco3)cs2)CC1,10
COc1ccc(CCNC(=O)CON=Cc2cc3c(cc2Br)OCO3)cc1OC,11
COc1cc(C(=O)Nc2cccc(-c3cn4ccsc4n3)c2)c([N+](=O)[O-])cc1OC,-2
CSc1ncccc1C(=O)N1CC(S(=O)(=O)CC(C)C)C1,-10
Cc1c(Cl)cccc1S(=O)(=O)NCc1cnn2ccccc12,-12
COC(=O)c1sccc1S(=O)(=O)NCCn1nc(C(F)(F)F)n(C)c1=O,-6
O=C(Nc1ccc(S(=O)(=O)N2CCC(c3nc4ccccc4[nH]3)CC2)cc1)c1cccs1,-7
Cn1cccc1-c1noc(CNC(=O)c2ccc3ncsc3c2)n1,-1

# Copied from the list:
# SSB-PriA inh, CCCS(=O)(=O)N1CCC(c2nnc(Cc3ccc(OC)cc3)s2)CC1 : -12
# SSB-PriA inh, Cc1ccc(C(=O)NCc2nnc(SCc3ccc(Br)cc3)n2-c2ccccc2)cc1[N+](=O)[O-] : -1

# Some of the entries above in another layout:
SMILES	SSB-PriA inh
Oc1c(C=C2N=c3ccccc3=N2)sc(=S)n1-c1ccccc1F	21
Cn1nc(CNC(=O)Nc2cccs2)c2c1CCOC2	-11
COc1ccc(NC(=O)[C@@H](NC(=O)N2CC3C[C@H](C2)Cn2c3cccc2=O)C(C)C)cc1OC	-2
CCc1ccccc1NC(=O)CSc1nc2c(sc(=S)n2-c2ccccc2)c(=O)[nH]1	-8
CCc1ccccc1NC(=O)Nc1cnc(Oc2ccccc2)nc1	-4
O=S(=O)(NCCOc1ccc(F)cc1)c1ccc2c(c1)CCCC2	-24&-13
O=C(NCCCN1CCCC1=O)C(=O)NCc1n[nH]c(=O)c2ccccc12	-4
CCCS(=O)(=O)N1CCC(c2nnc(Cc3ccc(OC)cc3)s2)CC1	-12
CS(=O)(=O)c1ccccc1-c1nnc(NC(=O)c2cc([N+](=O)[O-])ccc2Cl)o1	4
O=C(NCc1ccccc1Cl)c1ccc(N2CCCCS2(=O)=O)cc1	-5
O=C(NCCOc1ccccc1)NCc1ccc(C(=O)c2ccsc2)s1	-12
Cc1ccc(C(=O)NCc2nnc(SCc3ccc(Br)cc3)n2-c2ccccc2)cc1[N+](=O)[O-]	-1
CCOC(=O)c1cc(CC)sc1N=Cc1c(O)ccc2ccccc12	33
CC1=NCCN1	-15&6
O=C(NCc1ccccc1)N1CCN(Cc2nc(-c3ccco3)cs2)CC1	10
COc1ccc(CCNC(=O)CON=Cc2cc3c(cc2Br)OCO3)cc1OC	11
COc1cc(C(=O)Nc2cccc(-c3cn4ccsc4n3)c2)c([N+](=O)[O-])cc1OC	-2
CSc1ncccc1C(=O)N1CC(S(=O)(=O)CC(C)C)C1	-10
Cc1c(Cl)cccc1S(=O)(=O)NCc1cnn2ccccc12	-12
COC(=O)c1sccc1S(=O)(=O)NCCn1nc(C(F)(F)F)n(C)c1=O	-6
O=C(Nc1ccc(S(=O)(=O)N2CCC(c3nc4ccccc4[nH]3)CC2)cc1)c1cccs1	-7
Cn1cccc1-c1noc(CNC(=O)c2ccc3ncsc3c2)n1	-1

# Remaining list, next part:
SMILES,SSB-PriA inh
Cc1ccccc1N/N=C/c1ccccn1,i
CC(=O)Nc1cccc(C2=NN(C(=O)c3cccs3)[C@H](c3ccco3)C2)c1,-23
CCOc1cccc2cc(-c3csc(NC(=O)C4CCCN4S(=O)(=O)c4cccs4)n3)oc12 (stereo not given),17
Cc1ccc(C(=O)CSc2nccn(-c3ccc(Cl)cc3)c2=O)c(C)c1,5
COc1ccc(CCC(=O)NCC2CCN(Cc3cccs3)CC2)cc1,-16
COc1cc(NC(=O)N2CCC(c3nnc(-c4ccco4)s3)CC2)cc(OC)c1OC,-9&-3
O=C(c1ccc(S(=O)(=O)NCc2cccnc2)o1)N1CCC(Cc2ccccc2)CC1,5
O=C(Nn1cnc2c(cnn2-c2ccc(F)cc2)c1=O)c1cccc(C(F)(F)F)c1,-12&-6
O=C(NCCn1ncc2c(N3CCN(Cc4ccccc4)CC3)ncnc21)C1COc2ccccc2O1 (stereo not given),-16

# Sorted by molar mass (smallest number first): 3 of the compounds above.
SMILES,SSB-PriA inh
Cc1ccccc1N/N=C/c1ccccn1,i
COc1ccc(CCC(=O)NCC2CCN(Cc3cccs3)CC2)cc1,-16
O=C(c1ccc(S(=O)(=O)NCc2cccnc2)o1)N1CCC(Cc2ccccc2)CC1,5

# Assay outcomes from PubChem.
